# High-throughput results (PubChem BioAssay)
# GALK inhibitor: galactokinase (human) inhibition. Potency, µM (titrated, usually from 57.5 µM), for the others: at the highest dose activity change, negative = inhibition, usual class: inhibitors. AID 1868. 0.007% of 270,000 active. Purified GALK, Kinase-Glo residual ATP luminescence; also: potency is read from the fitted curve at half-maximal effect; % is scaled to controls: 0 for no effect and ±100 for the full control effect
#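 GALK at 5 nM final was combined with compound, 35 uM ATP and 100 uM galactose in HEPES pH8.0 with MgCl2 and DTT. The reaction ran one hour at room temperature before luminescent ATP detection.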
# A-T KAP1 phos: potential ataxia-telangiectasia treatments restoring KAP-1 phosphorylation; […] A-T fibroblasts, KAP-1 phosphorylation AlphaLISA; neocarzinostatin DNA damage 30 min before lysis; Potency, µM (top dose mostly 57.5 µM), without a hit: top-dose activation, usual class: activators; 0.19% of 320,000 active; also: potency is read from the fitted curve at half-maximal effect; % of control where 0% means no effect; nearly all actives have a fitted effect of over 45% in size
#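 ATM-like activity read as KAP-1 phosphorylation via AlphaLISA donor/acceptor antibody pairs after lysis and 6 hr at 25C. Cells were ATM-null patient fibroblasts ([…], hTERT), dosed 60 min, then exposed to the DSB inducer NCS for 30 min.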
# Chronic BCR inh: inhibitors of chronic active B-cell receptor signaling. ABC-DLBCL IkBa-CBG/CBR reporter, luminescence ratio, 4 h. 0.05% of 340,000 active. Potency, µM (doses to about 46.1 µM), without a hit: top-dose ratio change, negative = lower green/red ratio, most hits filed as inhibitors; active = well fitted inhibition curve with a large enough effect in the signal ratio, with a control signal flat, not every such curve was filed as active; inconclusive = small, poorly fitted or top-dose-only effect, or effect the other way, or a change in a side signal; the % refers to the signal ratio;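 also: potency is read from the fitted curve at half-maximal effect; plate controls were basal doxycycline-induced cells for no effect and cells given 10 µM MG132 for full effect; MG132 reads +100%, hits lower the ratio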
#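 Compounds up to 46 uM were incubated four hours with TMD8 cells whose green CBG68 luciferase is fused to IkappaBalpha; red CBR luminescence normalised the signal, and concentration-effect curves were fitted to fusion, red and ratio data.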
# MLL CXXC-DNA inh: inhibitors of human MLL CXXC domain-DNA interaction | Q03164 | MLL-CXXC / FITC-HOXA9 DNA fluorescence polarization | Potency, µM (top dose mostly 115 µM), for inactives: at the top dose activity change, negative = inhibition, hits mostly inhibitors | 0.037% of 290,000 active; active = well fitted inhibition curve with a large enough effect in the polarisation, with a control signal flat, not every such curve was filed as active; inconclusive = small, poorly fitted or top-dose-only effect, or effect the other way, or a change in a side signal; inactive = no such curve, though single readings can be large or run the other way; the % refers to the polarisation; also: potency is read from the fitted curve at half-maximal effect
# Target sequence (Q03164 whole entry, looked up, the tested form may be a part): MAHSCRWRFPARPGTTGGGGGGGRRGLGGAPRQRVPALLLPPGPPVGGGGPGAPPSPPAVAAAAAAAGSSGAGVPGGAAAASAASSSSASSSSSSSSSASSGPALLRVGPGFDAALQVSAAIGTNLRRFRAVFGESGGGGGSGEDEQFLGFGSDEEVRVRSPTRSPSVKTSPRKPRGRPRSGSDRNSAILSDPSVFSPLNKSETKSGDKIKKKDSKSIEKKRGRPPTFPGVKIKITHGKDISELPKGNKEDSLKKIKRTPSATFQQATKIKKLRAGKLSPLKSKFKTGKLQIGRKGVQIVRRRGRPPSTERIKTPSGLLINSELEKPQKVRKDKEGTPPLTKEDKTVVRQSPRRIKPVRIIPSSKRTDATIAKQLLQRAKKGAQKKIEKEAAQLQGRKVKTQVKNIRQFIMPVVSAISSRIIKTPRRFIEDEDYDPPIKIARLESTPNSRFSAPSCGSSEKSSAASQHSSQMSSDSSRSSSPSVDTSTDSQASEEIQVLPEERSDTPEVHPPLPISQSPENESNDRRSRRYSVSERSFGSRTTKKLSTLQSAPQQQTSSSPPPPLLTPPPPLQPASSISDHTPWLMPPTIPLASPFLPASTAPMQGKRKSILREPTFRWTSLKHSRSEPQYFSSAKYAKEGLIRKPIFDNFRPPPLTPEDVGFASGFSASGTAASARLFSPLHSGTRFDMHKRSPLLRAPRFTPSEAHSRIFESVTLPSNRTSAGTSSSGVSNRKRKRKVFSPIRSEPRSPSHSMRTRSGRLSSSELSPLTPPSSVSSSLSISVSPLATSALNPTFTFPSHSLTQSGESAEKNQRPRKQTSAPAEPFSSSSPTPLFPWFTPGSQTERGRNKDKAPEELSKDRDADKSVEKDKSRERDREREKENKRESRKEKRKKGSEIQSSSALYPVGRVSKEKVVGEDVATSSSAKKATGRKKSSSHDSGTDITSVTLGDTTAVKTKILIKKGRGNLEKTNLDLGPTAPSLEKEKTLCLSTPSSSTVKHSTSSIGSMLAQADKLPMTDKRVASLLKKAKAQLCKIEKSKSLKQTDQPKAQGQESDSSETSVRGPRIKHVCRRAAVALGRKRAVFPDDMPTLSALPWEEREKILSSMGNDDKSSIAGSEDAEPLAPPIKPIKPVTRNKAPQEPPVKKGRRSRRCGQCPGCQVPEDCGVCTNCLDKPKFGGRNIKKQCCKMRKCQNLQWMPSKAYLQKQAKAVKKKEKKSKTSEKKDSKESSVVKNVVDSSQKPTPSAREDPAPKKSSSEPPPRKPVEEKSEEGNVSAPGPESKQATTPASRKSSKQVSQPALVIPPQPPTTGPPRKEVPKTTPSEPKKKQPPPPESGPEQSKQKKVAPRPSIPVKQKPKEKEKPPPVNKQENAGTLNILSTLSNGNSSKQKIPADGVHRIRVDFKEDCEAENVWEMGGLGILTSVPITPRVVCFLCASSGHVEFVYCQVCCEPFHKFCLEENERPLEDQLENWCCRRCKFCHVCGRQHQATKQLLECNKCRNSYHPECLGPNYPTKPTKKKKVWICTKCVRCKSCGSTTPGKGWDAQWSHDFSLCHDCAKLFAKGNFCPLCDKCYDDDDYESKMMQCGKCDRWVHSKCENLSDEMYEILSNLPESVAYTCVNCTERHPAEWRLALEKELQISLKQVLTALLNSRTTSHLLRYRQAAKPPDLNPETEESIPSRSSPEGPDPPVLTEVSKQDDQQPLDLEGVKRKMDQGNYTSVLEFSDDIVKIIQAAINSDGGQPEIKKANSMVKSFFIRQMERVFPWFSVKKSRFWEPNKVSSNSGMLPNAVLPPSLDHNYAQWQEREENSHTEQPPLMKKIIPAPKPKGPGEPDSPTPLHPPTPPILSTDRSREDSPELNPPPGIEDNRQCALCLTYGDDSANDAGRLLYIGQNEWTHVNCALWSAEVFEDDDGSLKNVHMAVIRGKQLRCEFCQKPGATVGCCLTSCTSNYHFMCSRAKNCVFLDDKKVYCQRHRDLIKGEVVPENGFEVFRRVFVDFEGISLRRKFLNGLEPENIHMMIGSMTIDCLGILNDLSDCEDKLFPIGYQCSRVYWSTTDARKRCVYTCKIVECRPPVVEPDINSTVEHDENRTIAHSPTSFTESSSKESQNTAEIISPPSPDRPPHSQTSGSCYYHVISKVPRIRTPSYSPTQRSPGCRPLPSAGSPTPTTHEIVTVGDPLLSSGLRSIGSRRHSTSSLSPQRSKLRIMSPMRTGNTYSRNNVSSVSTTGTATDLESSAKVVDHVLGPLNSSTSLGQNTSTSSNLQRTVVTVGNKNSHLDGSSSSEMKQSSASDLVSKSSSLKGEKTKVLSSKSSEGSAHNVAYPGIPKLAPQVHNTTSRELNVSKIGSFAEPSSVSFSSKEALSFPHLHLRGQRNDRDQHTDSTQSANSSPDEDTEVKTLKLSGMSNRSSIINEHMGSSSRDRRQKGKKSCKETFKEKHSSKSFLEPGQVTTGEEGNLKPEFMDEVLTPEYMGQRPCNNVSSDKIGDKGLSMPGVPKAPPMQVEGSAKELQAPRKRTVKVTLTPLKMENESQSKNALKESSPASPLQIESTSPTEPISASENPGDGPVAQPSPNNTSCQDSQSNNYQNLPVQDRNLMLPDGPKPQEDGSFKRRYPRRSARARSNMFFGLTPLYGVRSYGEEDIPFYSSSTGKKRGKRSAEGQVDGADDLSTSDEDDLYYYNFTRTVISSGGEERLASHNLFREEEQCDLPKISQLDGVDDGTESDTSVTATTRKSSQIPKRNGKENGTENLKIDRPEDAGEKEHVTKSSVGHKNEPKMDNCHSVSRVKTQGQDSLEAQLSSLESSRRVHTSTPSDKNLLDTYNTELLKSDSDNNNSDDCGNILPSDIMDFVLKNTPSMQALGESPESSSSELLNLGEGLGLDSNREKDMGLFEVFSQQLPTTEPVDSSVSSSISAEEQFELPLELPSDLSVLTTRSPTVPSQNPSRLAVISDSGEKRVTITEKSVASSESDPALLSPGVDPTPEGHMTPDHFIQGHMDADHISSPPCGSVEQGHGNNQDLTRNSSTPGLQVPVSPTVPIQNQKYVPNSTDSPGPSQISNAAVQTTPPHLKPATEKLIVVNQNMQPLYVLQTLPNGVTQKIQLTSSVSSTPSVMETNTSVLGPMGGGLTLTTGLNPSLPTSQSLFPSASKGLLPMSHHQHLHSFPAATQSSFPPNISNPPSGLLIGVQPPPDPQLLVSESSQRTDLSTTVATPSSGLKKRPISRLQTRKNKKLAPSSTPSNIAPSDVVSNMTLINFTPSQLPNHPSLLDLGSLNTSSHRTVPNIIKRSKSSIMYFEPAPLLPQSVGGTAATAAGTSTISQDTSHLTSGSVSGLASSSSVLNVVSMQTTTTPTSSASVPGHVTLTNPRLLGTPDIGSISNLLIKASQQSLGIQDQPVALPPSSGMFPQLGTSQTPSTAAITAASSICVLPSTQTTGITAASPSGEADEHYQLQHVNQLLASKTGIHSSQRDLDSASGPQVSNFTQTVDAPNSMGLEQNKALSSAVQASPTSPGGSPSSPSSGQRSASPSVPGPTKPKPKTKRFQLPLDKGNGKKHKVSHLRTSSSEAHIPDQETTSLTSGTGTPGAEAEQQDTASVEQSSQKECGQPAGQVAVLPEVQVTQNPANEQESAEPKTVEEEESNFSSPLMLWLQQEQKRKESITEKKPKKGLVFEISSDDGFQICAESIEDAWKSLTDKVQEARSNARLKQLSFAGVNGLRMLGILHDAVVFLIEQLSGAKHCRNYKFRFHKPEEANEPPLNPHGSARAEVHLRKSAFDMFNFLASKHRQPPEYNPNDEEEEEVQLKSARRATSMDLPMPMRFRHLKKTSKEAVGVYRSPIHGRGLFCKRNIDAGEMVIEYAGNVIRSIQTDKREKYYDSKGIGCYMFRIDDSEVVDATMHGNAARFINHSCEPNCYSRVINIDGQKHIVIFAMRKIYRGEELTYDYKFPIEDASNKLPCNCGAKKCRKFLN
#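 Fluorescence polarization: 7 uM MLL-CXXC (stock) preincubated 5 min with compounds, then 50 nM fluorescein-HOX-A9 DNA (stock) added; 30 min ambient. Buffer 50 mM Tris-HCl pH 7.5, 50 mM NaCl, 1 mM DTT, 0.05% BSA.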
# Coupling enz: counter-screen for Giardia aldolase inhibitors: coupling enzyme system; coupling enzyme system counterscreen, AmpLite Red fluorescence; activity change, negative = inhibition, % at 58.2 µM, hits read low; 0.67% of 290,000 active; in the data active = activity change below about -30%; also: % is scaled to controls: 0 for no effect and ±100 for the full control effect
#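 First, compound is pin-transferred into glyceraldehyde-3-phosphate coupling-enzyme reagent at 57.5 uM final and held 10 min at RT. Next, substrate, coupling system and AmpLite Red are added. After 20 min RT, fluorescence (525/598 nm) is read.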
# Tb PFK block: blocks T. brucei phosphofructokinase | T. brucei PFK, ADP-Glo luminescence | Potency, µM (titrated, usually from 57.5 µM), for the others: at the top dose activity, negative = inhibition, most hits filed as inhibitors | 0.17% of 330,000 active | AID 485367;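 also: potency is read from the fitted curve at half-maximal effect; 0% = uninhibited 1x PFK enzyme wells and -100% = no-enzyme wells; nearly all actives have a fitted effect of over 60% in size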
#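 PFK 1.25 nM, F6P 0.5 mM, ATP 0.1 mM, 0.1 M TEA pH 8.0, 5 mM MgCl2, 0.01% Tween20, 0.1% BSA; 45 min RT. ADP-Glo readout. qHTS titration up to 57 uM; curves fitted, compounds curve-classed.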
# hERG WT inh: blocks the wildtype human KCNH2 potassium channel | Q12809 | U2OS, BacMam KCNH2, thallium flux FluxOr; active compounds read low | activity change, % at 1.84 µM | 0.37% of 340,000 active | AID 720551;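 active = maximum activity change below -70%; inconclusive = maximum activity change between -70% and -50%; inactive = maximum activity change above -50%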; also: % is scaled to controls: 0 for no effect and ±100 for the full control effect
#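 U2OS cells were transduced with wild-type KCNH2 virus (2.03 x 10^8 / mL) for 4 h at room temperature, then cultured overnight at 37 C. Thallium flux was read with FluxOr dye. Rate constants were normalized to DMSO controls.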
# Giardia killer: Giardia lamblia killing; Giardia lamblia trophozoite viability; activity change, % at 7.66 µM, hits read low; 0.15% of 340,000 active; AID 540267; in the data active = activity change below about -80%; inconclusive = between about -30% and that limit;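 also: parasites exposed to compound for two days anaerobically before the ATP read; % is scaled to controls: 0 for no effect and ±100 for the full control effect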
#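 Trophozoite viability was measured as ATP-dependent luminescence, read 15-30 min after reagent addition. Before that, parasites at 100 cells/well were exposed to compounds for 48 h, anaerobically, at 37 deg C.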
# TCR activator: T cell receptor activation | primary human leukocytes, anti-CD3, IL-2 HTRF, 48 h | Potency, µM (series often up to 9.22 µM), inactives show at the top dose activation of IL-2 secretion, usual class: activators | 330,000 tested, under 10 active; also: % of control where 0% means no effect
#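 48 hr co-incubation of compounds, a-CD3 beads and primary human leukocytes; IL-2 quantified homogeneously by HTRF with anti-IL-2 K and d2 conjugates.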
# TSHR antag: antagonists of human thyroid stimulating hormone receptor; 0.2% of 330,000 active; AID 504810; TSHR-expressing cells, TSH-stimulated cAMP HTRF, 2 h; active compounds read low; P16473; activity change, negative = inhibition, % at 11.5 µM;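 active = activity change below a set negative limit, meaning inhibition stronger than a set level, cut at about -70% in these data; inconclusive = activity change between two set negative limits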; also: % is scaled to controls: 0 for no effect and ±100 for the full control effect
#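 TSHR-expressing cells, 200/well, pre-treated with compound, then stimulated with EC80 TSH (4nM final) for 2 hours at 37 deg C. cAMP measured by competitive HTRF: anti-cAMP cryptate antibody in lysis buffer plus cAMP-d2, read after 30 minutes at room temperature.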
# Active calls of the source: *; ? = inconclusive; · = not tested or not shown; & = joins results of further samples; [ ] = another dose, or the depositor's remark. Unless noted, calls follow the shape of the dose curve; as a rule, active = well fitted curve in the direction sought with a large enough effect; inconclusive = small, poorly fitted or top-dose-only effect, or another doubt; inactive = no such curve, though single readings can be large; an effect the other way counts as inactive or inconclusive.
SMILES,GALK inhibitor,A-T KAP1 phos,Chronic BCR inh,MLL CXXC-DNA inh,Coupling enz,Tb PFK block,hERG WT inh,Giardia killer,TCR activator,TSHR antag
CCCNC1=C(N(C(C)=O)c2cccc(F)c2)C(=O)c2ccccc2C1=O,3%,3%,?,11%,-49*,4%,10,-1,-2%[46.1 µM],18
O=C(COc1ccc2ccc(=O)oc2c1)Nc1ccc(CN2CCOCC2)cc1,2%,-6%,-1%,12%,0,2%,-7,6,-2%,-11
Cc1cnc(CN(C)C(=O)c2ccc3oc(Cc4ccc(Cl)cc4)nc3c2)[nH]1,0%,-9%,1%,7%,-2,-15%,-2,-14,12%,-12
Cc1ccc2nc(SCC(=O)N3CCCC3)nc(=O)n2c1,·,0%,1%,·,·,0%,-5,6,2%,7
CC(C)(C)OC(=O)N1CCN(c2ccc(NC(=O)Cn3nnc(-c4ccccc4)n3)cc2)CC1,-3%,3%,6%,8%,-2,7%,-2,7,1%[46.1 µM],-3
O=C(CSc1nnc(C2CC2)n1C1CC1)c1ccc(Br)s1,·,5%,-1%,·,·,-1%,1,10,-3%,·
C=CCC(O)(CC=C)C(C)N (stereo not drawn),-1%,2%,6%,-3%,3,4%,-5,2,2%,-4
Cc1ccccc1OCC(=O)Nc1ccccc1-c1ccccc1,5%,4%,-5%,-3%,-2,-4%,5,-15,2%,8
C(=C\c1cc(/C=C/c2ccccc2)ncn1)/c1ccccc1,2%,-2%,6%,14%,2,-6%,2,-4,0%,5
Cc1cc(/C=N\NC(=O)CC(=O)NC2CCCCC2)c(C)n1-c1cccc(Cl)c1Cl,0%,-3%,?,-3%,5,1%,0,-6,-3%,-1
COc1cc(/C=N/NC(N)=O)cc(Br)c1OCc1ccc(C)cc1,-1%,1%,-2%,3%,-13,0%,-3,-1,5%,-2
Cn1c(NC(=O)C2CCCO2)cc(=O)n(C)c1=O (stereo not drawn),2%,2%,2%,3%,1,-7%,-1,17,-11%,-1
COc1ccc(NS(=O)(=O)c2ccc(C(=O)OC(C)C(=O)N3CCOCC3)cc2)cc1 (stereo not drawn),1%,5%,-15%,-1%,·,-1%,-8,2,-3%,-11
CCCCOc1ccc(C(=O)NNC(=O)C2C3C=CC(C3)C2C(=O)O)cc1 (stereo not drawn),3%,17%,?,-10%,·,1%,26,20,-2%,-6
COC(=O)C(C)Sc1ccc2nnc(-c3cccc(F)c3)n2n1 (stereo not drawn),-1%,-3%,-5%,-1%,2,-17%,-20,-4,-3%[46.1 µM],-2
CCNC(=O)C1=C(O)c2sccc2N(C)S1(=O)=O,-2%,2%,-12%,0%,1,3%,5,-12,-53%,-2
COc1cc(OC)cc(-c2c(C#Cc3ccsc3)c3cc(-c4ccc5[nH]ccc5c4)ccc3n2C)c1,·,-1%,8%,·,·,-1%,-20,5,1%,-30
CCCNC(=O)NC(=O)CSc1ccc2c(c1)OCCO2,0%,-1%,-1%,-5%,3,-3%,-6,-8,1%,5
Cc1cccc(C)c1NC(=O)CN1C(=O)NC(C)(CCc2ccccc2)C1=O (stereo not drawn),3%,-6%,1%,-6%,0,-6%,-10,8,9%,10
Cc1cc(NC(=O)Cn2c(=O)n(CCCCC(=O)NC3CCN(Cc4ccccc4)CC3)c(=O)c3ccccc32)n[nH]1,10%,3%,7%,?,7,1%,·,·,·,20
COCCNC(=O)c1ccccc1NC(=O)Cc1ccccc1[N+](=O)[O-],1%,14%,1%,-10%,2,4%,-9,3,3%,-22
CC(=O)Oc1cccc(Nc2ncnc3ccccc23)c1,-2%,-4%,?,-11%,-2,-2%,13,-22,-1%,16
Cc1cc(C)c(C(=O)Cn2cnc3cc([N+](=O)[O-])ccc3c2=O)cc1C,-1%,-4%,-2%,9%,-4,-1%,-9,16,8%,-7
O=C(NCCc1c[nH]c2ccccc12)/C(=C\c1ccco1)NC(=O)c1ccco1,0%,-4%,-1%,7%,1,-2%,-1,-14,-1%[46.1 µM],8
O=S(=O)(NCCc1ccccc1)c1ccc(S(=O)(=O)N2CCCCC2)cc1,1%,9%,0%,-1%,0,-2%,-14,-8,-2%,-11
COc1cc(CNC(=O)C2CCCN2S(=O)(=O)c2ccccc2)cc(OC)c1OC (stereo not drawn),-2%,1%,?,5%,-2,6%,0,21,2%,-5
O=C(Nc1nc2ccccc2s1)c1ccccc1[N+](=O)[O-],-3%,-1%,?,-4%,1,2%,1,-8,-4%,15
C/C=C\C=C/C(=O)Nc1cccc(C2=NOC3(C2)C[C@@H](C(N)=O)N(C(=O)CCCCC)C3)c1 (stereo partly drawn),4%,-10%,-14%,-3%,-1,-3%,·,-20,-3%,-4
CCOC(=O)N1CCN(c2cc(=O)n(Cc3ccc(F)cc3)c(=O)[nH]2)CC1,-1%,0%,0%,0%,-2,-2%,-6,-13,-9%[46.1 µM],-10
COC(=O)CCCC(=O)NC(C)c1cnn(-c2ccccc2C)c1C (stereo not drawn),0%,-1%,11%,-8%,3,-6%,-12,-21,-6%,18
CC(C)(C)OC(=O)[C@H](CCCCN)NC(=O)c1nc[nH]c1C(=O)NCCCCCN,·,-3%,-6%,·,·,5%,10,?,3%,-6
COc1cc(C(=O)OCC(=O)NC2CCS(=O)(=O)C2)c([N+](=O)[O-])cc1OC (stereo not drawn),-2%,-1%,-1%,8%,-1,3%,-8,1,3%,2
O=C(O)c1ccc(-c2nnc(-c3ccc([N+](=O)[O-])cc3)o2)cc1,-6%,4%,-8%,-7%,2,16%,-13,-6,·,5
Cc1cc(C(=O)N/N=C/c2ccc(OC(=O)c3ccccc3Br)cc2)n[nH]1,0%,4%,-1%,104%[activator],-1,4%,15,-4,9%,-11
COc1ccc(NC(C)=O)cc1C,3%,-3%,-12%,-3%,5,-4%,-2,-12,1%,0
Cc1ccc(NC(=O)c2ccc(Cl)c(S(=O)(=O)N3CCCCCC3)c2)nc1,·,4%,?,·,·,-1%,-7,-16,-2%,-23
CS(=O)(=O)c1ccc(C(=O)Nc2nc(-c3ccco3)c(-c3ccco3)s2)cc1,·,-3%,29%,·,·,?,4,12,-22%,2
Oc1ccc(C[C@@H]2CNCCN2CCc2cccc3ccccc23)cc1,·,5%,-5%,·,·,0%,-8,31[activator],8%,0
CCOC(=O)C1=C2c3ccc4ccccc4c3CC(C)(C)N2C(=O)C1=O,0%,2%,1%,-6%,-30,-1%,8,14,-1%[46.1 µM],-16
O=C(Nc1ccncc1)c1ccc(N2CCCC2=O)cc1,·,0%,-5%,·,·,-12%,2,-6,-3%,·
CN(C)CCNCCCOc1ccccc1-c1ccccc1,-2%,-1%,-3%,8%,1,0%,·,·,·,2
CC(C)[C@H](NC(=O)OC(C)(C)C)C(=O)N/N=C/c1cccc2nccnc12,1%,5%,-4%,-1%,3,5%,-15,-3,7%,11
COC(=O)[C@@]1(Cc2ccc(OC)cc2)[C@H]2c3cc(C(=O)N4CCCC4)n(CCSCCO)c3C[C@H]2CN1C(=O)c1ccccc1,·,35%,-7%,-6%,-4&8,-1%,1,-16,-10%,4
COc1ccc(NC2=C(Cl)C(=O)N(CCc3ccccc3)C2=O)cc1,0%,1%,0%,-1%,-1,4%,-1,-2,-2%[46.1 µM],?
CC1=NNC(=O)/C1=C\c1cn(-c2ccccc2)nc1-c1cccs1,-4%,-4%,?,0%,5,16%,·,1,-3%[46.1 µM],-5
Cc1ccc2c(c1)sc(=NC(=O)C1CC1)n2C,0%,?,-24%,4%,0,3%,-4,8,8%,-14
CCCC1(C(=O)O)NC(c2cccc(OC)c2O)C2C(=O)N(c3ccccc3)C(=O)C21 (stereo not drawn),3%,1%,?,6%,-8,0%,-7,2,-1%,13
Oc1ccc(CN2CCN(Cc3ccccc3)CC2)c2cccnc12,2%,-1%,0%,1%,7,-3%,1,-15,·,4
COc1ccc(CCNC(=O)CCS(=O)(=O)c2ccc(C)cc2)cc1OC,0%,-2%,9%,-1%,4,5%,-3,1,-1%,6
O=C(COc1ccc(Cl)cc1)NCCN1CCCCC1,0%,-4%,-1%,2%,0,-5%,9,10,·,2
CCCCCNCc1ccc(Br)cc1,·,4%,5%,-13%,2,-8%,11,-12,0%,3
CC(NC(=O)NCc1cccnc1)(C(F)(F)F)C(F)(F)F,2%,2%,2%,8%,3,4%,0,17,0%,-5
